# Bioassay records: PubChem BioAssay, several laboratories
# C-LANA FP = inhibitors of KSHV LANA C-terminal domain DNA binding; MBP-C-LANA/FAM-LBS DNA binding, fluorescence polarization; inhibition, % at 9 µM; hit rate 0.078% among 340,000; AID 504423;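 active = highest replicate inhibition at or above 60% at 9 µM, even if other replicates fall short; inactive = all replicates below 60% inhibition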;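 also: 0% = neutral control wells and 100% = 4 µM acridine orange control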
# PKA-R2B act = activators of human PKA-R2B complex | P22694+P31323 | PKA-R2B holoenzyme dissociation, Cy5-IP20 fluorescence polarization; R2B truncated from residue 108, S112A mutant; 0% DMSO only, 100% 113 µM cGMP | activation, % at 11.4 µM | hit rate 0.079% among 340,000 | AID 504700;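 active = activation above a cutoff set at the mean over all compounds plus 3 SD, cut at about 18% in these data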;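 also: higher means more holoenzyme dissociation and a rise in polarization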
# Target sequence (P31323 whole entry, looked up, other chains not shown, the tested form may be a part): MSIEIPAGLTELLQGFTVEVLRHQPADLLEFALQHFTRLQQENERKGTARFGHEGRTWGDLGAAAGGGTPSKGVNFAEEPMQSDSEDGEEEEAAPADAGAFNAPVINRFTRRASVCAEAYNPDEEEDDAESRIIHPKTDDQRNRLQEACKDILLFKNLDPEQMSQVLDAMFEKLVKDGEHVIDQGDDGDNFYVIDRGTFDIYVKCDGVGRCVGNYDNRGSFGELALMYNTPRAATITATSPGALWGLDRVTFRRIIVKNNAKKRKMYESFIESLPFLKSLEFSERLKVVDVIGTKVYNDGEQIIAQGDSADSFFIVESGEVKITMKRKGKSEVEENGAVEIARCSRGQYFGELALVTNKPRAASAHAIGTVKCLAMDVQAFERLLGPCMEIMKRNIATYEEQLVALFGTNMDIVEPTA
# NSD2 HMT inh = blocks human histone methyltransferase NSD2; NSD2 peptide methylation, AlphaScreen, 120 min; inhibition, % at 12.5 µM; hit rate 0.54% among 310,000; in the data active = inhibition above about 50%
# SR-BI HDL uptake = blocks mouse SR-BI lipid uptake from DiI-HDL. Q61009. ldlA[mSR-BI] CHO cells, DiI-HDL uptake fluorescence, 3 h. AID 488896. inhibition, % at 12.5 µM. hit rate 0.96% among 320,000;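 active = mean replicate inhibition of at least 70% and a set share of replicates each scoring 70 or more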;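 also: 0% = median of neutral control wells and 100% = median of positive control wells; values of inactives mirror those of a sister screen read the other way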
# Target sequence (Q61009 whole entry, looked up): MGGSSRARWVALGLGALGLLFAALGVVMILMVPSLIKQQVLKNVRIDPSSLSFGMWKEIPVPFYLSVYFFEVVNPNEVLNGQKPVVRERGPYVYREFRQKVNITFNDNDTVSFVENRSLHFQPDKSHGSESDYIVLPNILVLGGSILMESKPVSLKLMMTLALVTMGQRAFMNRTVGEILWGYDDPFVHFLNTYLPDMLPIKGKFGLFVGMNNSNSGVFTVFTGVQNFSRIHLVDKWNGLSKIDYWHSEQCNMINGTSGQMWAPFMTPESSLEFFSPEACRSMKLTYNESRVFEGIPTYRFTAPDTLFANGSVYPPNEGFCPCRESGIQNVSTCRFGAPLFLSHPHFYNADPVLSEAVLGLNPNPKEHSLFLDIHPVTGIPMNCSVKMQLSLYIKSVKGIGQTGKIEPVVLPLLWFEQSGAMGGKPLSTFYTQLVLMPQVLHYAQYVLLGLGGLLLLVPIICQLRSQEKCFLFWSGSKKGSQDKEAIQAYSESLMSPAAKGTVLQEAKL
# DAGLB inhibitor = diacylglycerol lipase beta (human) inhibition; HEK293T DAGLB membrane lysate, EnzChek fluorogenic substrate; hit rate 0.059% among 340,000; Q8NCG7; inhibition, % at 5.17 µM; in the data active = inhibition above about 34%;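 also: 0% = enzyme with vehicle and 100% = wells lacking enzyme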
# Keap1 Nrf2 FP = disrupts human Keap1 binding to Nrf2 peptide; inhibition, % at 9.4 µM; Q14145; hit rate 0.15% among 340,000; Keap1 Kelch-Nrf2 peptide fluorescence polarization, 1536-well; in the data active = inhibition above about 12%;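 also: human Keap1 Kelch domain with fluorescein labeled Nrf2 9mer peptide probe; 0% = neutral control wells and 100% = peptide positive control; higher means more block of Keap1 binding to Nrf2 peptide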
# PvdQ acylase = blocks Pseudomonas aeruginosa PvdQ acylase activity | hit rate 0.063% among 340,000 | AID 488965 | purified PvdQ acylase, fluorescence plate reader | inhibition, % at 10 µM; in the data active = inhibition above about 30%, passing the limit was not always enough;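 also: 0% = vehicle neutral wells and 100% = reference inhibitor wells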
# Cardiac RTF inh = cardiac RTF calcium desensitization; hit rate 0.12% among 340,000; inhibition, % at 7.15 µM; P19429+P45379; IANBD-labeled cardiac RTF, Ca2+ fluorescence;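 active = inhibition above the mean inhibition of all tested compounds plus 3 SD, cut at about 17% in these data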;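 also: assay run at fixed EC70 calcium of 1.6 mM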
# SR-BI uptake up = activators of SR-BI mediated HDL lipid uptake. AID 504775. activation, % at 12.5 µM. CHO ldlA[mSR-BI] cells, DiI-HDL uptake fluorescence, 3 h; 100 = double the neutral-control signal. hit rate 0.096% among 320,000;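 active = mean replicate activation of at least 60% and every replicate at or above 60%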;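 also: 0% = median plate neutral-control signal and 100% = twice that signal; values of inactives mirror those of a sister screen read the other way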
#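 Assay system: CHO ldlA[mSR-BI] cells, LDL receptor-null, SR-BI overexpressing; medium: Ham's F12 with 0.5% BSA, HEPES 25 mM, pH 7.4; also added: DiI-HDL 10 µg/mL; timing: 3 h uptake period with compound, 37 °C; signal: DiI fluorescence, bottom read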
# Arr AP2 block = blocks beta-arrestin peptide binding to AP2 adaptin; inhibition, % at 10 µM; hit rate 0.31% among 340,000; FITC-arrestin peptide / GST-AP2 beads, flow cytometry; AP2 beta2 appendage carries R879A mutation;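 active = inhibition above a set limit, near 3 SD of compounds lacking own fluorescence, cut at about 54% in these data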;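 also: plate controls were DMSO wells for no effect and 5 µM unlabelled arrestin peptide for full effect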
#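 System: GST-AP2 R879A glutathione beads; medium: PBS, Tween 20 0.05%, BSA 0.1%; reagent: fluorescein-tagged arrestin peptide at 50 nM final; schedule: pre-incubation 12 min, peptide binding 1 h, room temperature; detection: flow cytometry, FL1 (488/535 nm); read-out: inhibition as reduced fluorescein signal on beads, percent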
# The depositor's hits bear a star; · = not tested or not shown.
SMILES,C-LANA FP,PKA-R2B act,NSD2 HMT inh,SR-BI HDL uptake,DAGLB inhibitor,Keap1 Nrf2 FP,PvdQ acylase,Cardiac RTF inh,SR-BI uptake up,Arr AP2 block
Cn1c(NCC(O)c2ccccc2)nc2c1c(=O)n(Cc1ccc(Cl)c(Cl)c1)c(=O)n2C (centres undefined),0.2,0,2,26,-1,-2,-18,-6,-26,4
CC(C)OCCCNC(=O)COc1ccc2oc3c(c2c1)CCCC3,-0.5,-4,1,-9,-1,1,-10,-3,9,40
COc1ccc2cc(C#N)c(SCC(=O)Nc3nonc3C)nc2c1,2.0,-3,2,·,2,3,-7,-12,·,-11
N#Cc1ccccc1OCC(=O)NCc1ccccc1CN1CCCC1,0.0,2,4,-8,-2,-4,5,-8,8,-4
Cc1cc(C)cc(NC(=S)Nc2ccc(Cl)c(Cl)c2)c1,0.8,-3,-9,44,0,-5,-2,-1,-44,-4
O=C(NCc1ccccc1)C1CCC1,1.6,-6,-1,-4,-2,3,3,-12,4,-2
COc1cc(C(=O)Nc2cccc(C(C)=O)c2)cc(OC)c1OC,-1.3,4,0,30,0,-2,-9,-5,-30,25
CCC(C)Oc1ccc(C(=O)Nc2ccc(CN3CCOCC3)cc2)cc1 (centres undefined),1.4,5,-1,15,0,4,1,-12,-15,23
COC(=O)/N=C(/Cc1ccc(OC)cc1)c1ccc(OC)cc1,0.2,-5,-6,-19,-3,0,-8,-7,19,9
COc1ccccc1NC(=O)C1=C(C)NC(=O)NC1c1ccc(C)s1 (centres undefined),-0.3,-4,1,6,0,-10,-10,-2,-6,-4
O=C(NC(=S)Nc1ccc(S(=O)(=O)N2CCCCCC2)cc1)c1cccs1,-0.6,-9,-1,8,-1,0,-13,-10,-8,-4
O=C(NC(=S)Nc1ccccc1C(=O)O)c1ccc2ccccc2c1,-1.1,-9,·,·,4,-1,10,6,·,45
Cc1cc(N/N=C/c2ccc(Cl)cc2)nc(NCc2ccccc2)n1,0.6,5,3,19,1,-1,-5,-4,-19,5
Cc1ccc(N=C2NC(=O)/C(=C/c3cccn3C)S2)c(C)c1,1.1,2,5,22,5,-6,-13,-5,-22,-13
COC(=O)CCCC(=O)N(C)CC1CCCN(CCc2ccccc2C)C1 (centres undefined),2.0,4,0,-3,0,1,-13,3,3,3
COc1cc(NC(=O)c2ccc(S(=O)(=O)N(C)c3ccccc3OC)cc2)cc(OC)c1,2.0,0,·,32,-7,-4,-8,-6,-32,9
O=C(NC1CCCC1)C(c1ccc(N2CCOCC2)cc1)N(C(=O)c1ccco1)c1ccccc1F (centres undefined),-0.1,1,-12,-12,0,-4,-8,-3,12,17
CCCCN(CC)C(=O)c1ccccc1Oc1ccccc1,-1.4,-9,-2,-7,0,2,7,0,7,4
CCOC(CNCc1cc(C)c2[nH]c3ccccc3c2c1C)OCC,0.2,-10,2,15,0,-3,4,-5,-15,-7
CCNC(=S)NNC(=O)C(c1ccccc1)c1ccccc1,-2.1,-13,0,-6,0,-3,15,-9,6,4
COC(=O)CCC(=O)c1ccn(S(=O)(=O)c2ccccc2)c1,0.4,5,31,-15,-3,4,14,-9,15,3
CC(C)(C)c1cc(C(=S)N2CCN(CCO)CC2)cc(C(C)(C)C)c1O,-0.1,5,-1,15,-2,-5,-6,-8,-15,0
COC(=O)CNC(c1ccccc1)c1cc(Br)ccc1NC(=O)CCN1CCOCC1 (centres undefined),-1.6,-9,-3,-21,2,-7,-26,-13,21,2
NCc1nc(-c2ccc(Cl)cc2)no1,-1.1,-7,-1,-16,-4,-2,1,0,16,10
CN(C)C(=O)C1Cc2ccccc2CN1S(=O)(=O)c1cccs1 (centres undefined),0.3,-4,1,-14,-2,-2,3,-6,14,30
COC(=O)Cn1c(CCS(=O)(=O)c2ccc(C)c(C)c2)nc2ccccc21,-0.3,-6,6,6,3,-5,4,8,-6,2
Cc1csc2c(N3CCN(C(=O)NC(C)(C)C)CC3)ncnc12,0.4,2,0,8,-4,5,0,-12,-8,21
C=CCNC(=S)NNC(=O)COc1cccc(Cl)c1,2.2,2,4,-1,2,-1,9,7,1,48
CC(=O)Oc1ccc(/C=C(\NC(=O)c2cccc(Br)c2)C(=O)Nc2ccc(C(=O)O)cc2)cc1,-0.5,-2,6,-10,4,-9,-7,-3,10,3
COc1ccc(CC(=O)Nc2c3c(nn2-c2ccccc2C)CS(=O)C3)cc1 (centres undefined),0.9,0,10,-9,-4,-2,-11,-1,9,4
CCOC(=O)C(C(=O)c1ccccc1)C1CC(C)NC(=S)N1 (centres undefined),-0.6,-8,-1,-42,-2,-4,-11,-2,42,2
CN(C)S(=O)(=O)c1cccc(NC(=S)NC(=O)C2CCCCC2)c1,0.7,-6,-1,16,-1,-1,-3,-3,-16,20
COc1ccccc1NS(=O)(=O)c1cccc(C(=O)N/N=C(\C)c2ccncc2)c1,0.6,-2,0,9,3,1,-9,-3,-9,4
O=C(NCc1ccccc1F)C12CC3CC(CC(C3)C1)C2,-0.1,0,23,·,-1,-1,5,-1,·,6
CC(Sc1ccc(Cl)cc1)C(=O)Nc1ccc2c(c1)OCO2 (centres undefined),-1.0,6,14,-10,-3,-4,7,3,10,10
CN(Cc1nc2ccccc2c(=O)[nH]1)C(=O)c1cccc(S(=O)(=O)N2CCc3ccccc32)c1,-1.1,2,0,10,-1,-3,-2,-9,-10,6
CCS(=O)(=O)N1CCN(C(C)CCc2ccccc2)CC1 (centres undefined),4.6,-12,-1,-14,-2,-3,9,-18,14,1
COc1ccc(/C=C/c2nc(N)nc(-c3ccccc3O)n2)cc1,-0.3,-17,-1,-12,-4,2,-1,14,12,-9
O=C(N/N=C\C1CC=CCC1)c1ccc(Br)o1 (centres undefined),-2.0,9,1,-13,1,-1,-15,-1,·,-12
CN(C)c1ccc(N2CN=C3SCC(=O)N3C2)cc1,3.2,-29,-2,-18,-1,-6,3,-3,18,3
COc1ccc(S(=O)(=O)Nc2ccc(F)cc2)cc1N(C)S(=O)(=O)c1ccc(Cl)cc1,-0.3,-13,·,15,-2,-7,-2,-4,-15,6
COC(=O)C(CC(=O)c1ccc(Br)cc1)n1nc(C)cc1C (centres undefined),0.2,-3,-4,9,1,-4,-11,4,-9,-10
O=C(Nc1ccc2oc(-c3ccc4ccccc4c3)nc2c1)c1ccc2c(c1)OCCO2,-1.9,-1,0,35,-1,-1,-8,-7,-35,-2
CCOc1ccc(NC(=O)Cn2cc(C(=O)C3CC3)c3ccccc32)cc1,0.7,0,5,23,-3,-3,3,7,-23,11
Cc1nn(-c2nnc(NCc3ccccc3)nn2)c(C)c1Br,-0.6,0,3,·,6,-4,-7,0,·,12
C=CCNC(N)=S,-1.8,-5,-1,-35,0,-3,-10,-9,35,30
Cc1cc(C)c(C#N)c(N2CCCC2)n1,-1.4,2,0,3,-1,1,-3,3,-3,16
CCCCOc1ccc(N(CC(=O)NC(C)C)C(=O)CCC(=O)Nc2ccccn2)cc1,0.4,-11,-2,2,-2,-1,-3,1,-2,14
O=C(/C=C/c1cccc(F)c1)Nc1cc(S(=O)(=O)N2CCOCC2)ccc1Cl,-0.9,-4,1,47,-2,1,-3,-2,-47,21
COc1ccc(S(=O)(=O)N2CCCCCC2)cc1C(=O)NCCc1ccc(F)cc1,0.4,-7,0,16,-2,1,-17,4,-16,-2
CSc1ccc(CN(C)Cc2nc3cc(C(F)(F)F)ccc3c(=O)[nH]2)cc1,-12,5,-9,-16,-3,2,8,-19,16,7
O=[N+]([O-])c1cc(C(F)(F)F)ccc1N1CCCNCC1,0.2,8,14,-29,1,1,-3,-6,29,9
Cc1ccc(S(=O)(=O)N2CCOCC2)cc1C(=O)N1CCN(S(=O)(=O)c2cccc(F)c2)CC1,-0.6,-6,-2,-20,1,-3,-12,-7,20,4
O=C(Nc1ccc(F)cc1F)N1CCCN(c2ccc([N+](=O)[O-])cn2)CC1,-1.4,2,0,7,-4,0,6,0,-7,32
COc1ccc(NC(=O)Cn2ccc3c(OC)cccc3c2=O)cc1,-0.3,4,-3,-15,-2,0,-8,-1,15,-12
CC(=O)c1ccccc1N(C(=O)c1ccco1)C(C(=O)NC1CCCC1)c1ccc(C)cc1 (centres undefined),-0.3,6,-2,·,3,-9,-8,-2,·,-3
COc1ccc(N(CC(=O)Nc2cccc(C(C)=O)c2)S(C)(=O)=O)cc1OC,-0.5,-7,-1,-1,0,-3,-8,10,1,17
CC(C)c1ccc(/C=C/C(=O)Nc2nncs2)cc1,-1.5,-10,1,·,1,-2,7,3,·,25
CCCc1nc2oc3c(NCCN4CCOCC4)ncnc3c2c2c1CCCC2,-0.1,16,-2,15,0,-2,-6,-6,-15,-9
Cc1ccnc(NC(c2ccncc2)c2c(C)[nH]c3ccccc23)c1 (centres undefined),3.4,-5,0,-7,-1,2,-2,-2,7,3
# (list continues)
SMILES,C-LANA FP,PKA-R2B act,NSD2 HMT inh,SR-BI HDL uptake,DAGLB inhibitor,Keap1 Nrf2 FP,PvdQ acylase,Cardiac RTF inh,SR-BI uptake up,Arr AP2 block
CC(C)Cn1c(-c2ccccc2)nc2ccccc2c1=O,-1.0,-1,2,-7,-1,0,-7,4,7,-3
O=C1c2ccccc2C(Nc2ccccc2)N1c1cccnc1 (centres undefined),2.8,-4,·,-4,1,-4,-2,-4,4,-5
CCN(CC)CCOc1ccc2nc(N(C)C)sc2c1,-0.4,-1,·,-9,-1,-5,4,-5,9,3
Cc1noc(C)c1CSCC(=O)N(C)CC(=O)Nc1ccccc1Br,-0.1,4,0,-18,1,1,3,-14,18,2
CC(=O)N1CCN(c2ccccc2NC(=O)c2ccc(-c3cccc([N+](=O)[O-])c3)o2)CC1,-1.0,-12,11,69,1,-1,-21,10,-69,-20
CCc1ccc(/C=C2/C(=O)NC(=O)N2C(C)=O)cc1,-1.5,-15,-5,11,-1,1,5,-3,-11,4
COc1ccccc1NC(=O)CCSCCC(=O)Nc1ccccc1OC,-1.1,6,-2,1,1,-4,1,2,-1,0
CC1CC1C(=O)OCC(=O)NC(=O)NC12CC3CC(CC(C3)C1)C2 (centres undefined),-0.1,0,3,6,-1,-2,-11,7,-6,4
C[C@H]1CN([C@@H](C)CO)C(=O)Cc2cc(NS(C)(=O)=O)ccc2O[C@@H]1CN(C)Cc1ccc(Cl)c(Cl)c1,-0.9,16,·,4,-3,-4,3,-11,-4,35
